APOBEC3A inh = APOBEC3A ssDNA deaminase inhibitors, primary screen, selectivity assay for APOBEC3G inhibitor project, biochemical, FAM/TAMRA oligo cleavage fluorescence; DNA dC->dU-editing enzyme APOBEC-3A (Homo sapiens), P31941; recombinant A3A, FAM/TAMRA ssDNA deamination fluorescence; inhibition, % at 20 µM; actives 0.41% (n = 330,000); AID 493011, 2011;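 active = at least 40% inhibition at 20 µM here, with at most 30% in a related deaminase screen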;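 note: plate controls were A3A with DMSO for no effect and wells lacking A3A enzyme for full effect; some results filed as inactive read as strong as hits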
Target sequence (P31941 whole entry, looked up): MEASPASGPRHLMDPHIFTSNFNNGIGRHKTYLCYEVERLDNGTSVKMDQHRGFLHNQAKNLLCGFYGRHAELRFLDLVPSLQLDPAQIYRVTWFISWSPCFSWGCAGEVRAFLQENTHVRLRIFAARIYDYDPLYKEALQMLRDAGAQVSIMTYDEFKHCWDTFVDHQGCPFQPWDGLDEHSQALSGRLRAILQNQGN
MIN6 prolif = inducers of MIN6 beta-cell proliferation, primary screen, ATP luminescence, uHTS; actives 0.29% (n = 330,000); MIN6 cells proliferation, ATPlite luminescence, 48 h; cells starved in 0.2% serum; 100% = growth in 10% serum; AID 2380, 2010; proliferation, % at 10 µM;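 active = compounds whose signal lies at least 3.5 SD above the mean of all wells on their plate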;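 note: 0% = DMSO-treated cells in low-serum medium and 100% = 10% serum control; some compounds called inactive have numbers as strong as hits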
GRIN3A LBD mod = binders of NR3A ligand-binding domain, primary screen, biophysical, differential scanning fluorimetry, uHTS; Glutamate receptor ionotropic, NMDA 3A (GRIN3A) ligand-binding domain; NR3A LBD differential scanning fluorimetry, Tm shift; 0% = protein alone, 100% = glycine-bound protein; Tm shift relative to glycine control, % at 25 µM; actives 2.5% (n = 340,000);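 active = melting temperature shift of at least 10% of the positive control shift, at one fixed dose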
hIAP act = human IAP activators, primary screen, biochemical, luminescence, uHTS; Intestinal-type alkaline phosphatase (Homo sapiens), P09923; purified human IAP, CDP-Star luminescence, 30 min; stronger effect = higher value; 1 = vehicle-only enzyme, 0 = enzyme-free background; activation factor at 10 µM; AID 2524, 2010; actives 0.16% (n = 330,000);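 active = activation factor of the enzyme at least 2-fold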; note: the source names both 10 and 20 µM as test concentration; values of inactives mirror those of a sister screen read the other way
hIAP block = human IAP inhibitors, primary screen, biochemical, luminescence, uHTS; actives 0.12% (n = 330,000); AID 2544, 2010; Intestinal-type alkaline phosphatase (Homo sapiens), P09923; inhibition, % at 10 µM; purified IAP, CDP-Star luminescence, 30 min;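 active = inhibition reaching a set limit with compound at 10 µM in the primary screen, cut at about 35% in these data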;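 note: plate controls were DMSO wells with enzyme for no effect and no-enzyme buffer wells for full effect; values of inactives mirror those of a sister screen read the other way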
mIAP activ = activators of mouse IAP, primary screen, biochemical, luminescence, uHTS; intestinal alkaline phosphatase [Mus musculus]; muIAP, CDP-Star luminescence, 30 min; stronger effect = higher value; 1 = vehicle-only enzyme signal, 0 = enzyme-free wells; activation factor at 10 µM; actives 0.24% (n = 330,000);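 active = activation factor of at least 2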; note: the source names both 10 and 20 µM as test concentration; values of inactives mirror those of a sister screen read the other way
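System: Mouse IAP enzyme | Also added: CDP-Star substrate | Dosing: Compounds dispensed in DMSO | Schedule: 30 min enzyme-substrate-compound incubation at room temperature | Technique: Chemiluminescence readout | Control set: DMSO-only wells and no-enzyme negative control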
A3G deaminase = APOBEC3G DNA deaminase inhibitors, primary screen, biochemical, fluorescence, single-stranded DNA substrate, uHTS | recombinant A3G, ssDNA deamination FAM/TAMRA fluorescence | inhibition, % at 20 µM | actives 0.28% (n = 330,000);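 active = inhibition of at least 40% at 20 µM, with no more than 30% in the related APOBEC3A deaminase screen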;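 note: plate controls were DMSO wells with A3G for no effect and wells lacking A3G enzyme for full effect; some compounds called inactive have numbers as strong as hits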
Target sequence (Q9HC16 whole entry, looked up): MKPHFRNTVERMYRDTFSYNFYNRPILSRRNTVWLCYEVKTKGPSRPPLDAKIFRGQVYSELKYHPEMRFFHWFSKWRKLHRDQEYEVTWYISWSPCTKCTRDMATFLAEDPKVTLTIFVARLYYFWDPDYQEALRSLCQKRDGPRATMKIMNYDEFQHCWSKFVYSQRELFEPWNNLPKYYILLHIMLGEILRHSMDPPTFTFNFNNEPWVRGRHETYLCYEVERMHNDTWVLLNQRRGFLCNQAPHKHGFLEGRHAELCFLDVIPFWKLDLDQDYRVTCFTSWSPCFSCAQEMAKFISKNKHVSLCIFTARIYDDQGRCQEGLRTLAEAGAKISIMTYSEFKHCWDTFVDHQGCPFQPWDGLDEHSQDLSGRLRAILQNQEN
mIAP block = inhibitors of mouse IAP, primary screen, biochemical, luminescence, uHTS | intestinal alkaline phosphatase [Mus musculus] | purified mouse IAP, CDP-Star luminescence, 30 min | inhibition, % at 10 µM | actives 0.2% (n = 330,000) | AID 2806, 2010;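 active = inhibition of at least 40% at 10 µM in the primary screen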;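 note: plate controls were DMSO with enzyme for no effect and no enzyme wells for full effect; values of inactives mirror those of a sister screen read the other way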
MPTP block = mitochondrial permeability transition pore inhibitors, primary screen, biochemical, isolated mouse mitochondria, absorbance; AID 602449, 2012; Ca2+ swelling absorbance, 30 min; actives 1.4% (n = 360,000); inhibition, % at 10 µM;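 active = inhibition of 50% or more, scaled per plate between neutral and stimulator controls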;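 note: 0% = DMSO wells given calcium and 100% = 1 mM EGTA wells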
* hit, by the source's call; nt = not tested or not shown; & = joins results of further samples. These rows are one share of the data. The share of hits here may be higher or lower than overall.

Compound	hIAP block	hIAP act	A3G deaminase	APOBEC3A inh	MPTP block	mIAP activ	GRIN3A LBD mod	MIN6 prolif	mIAP block
O=C(c1cccnc1)C1CCCN(Cc2nc(-c3cnccn3)no2)C1 (stereo not drawn)	9	0.91	-4	1	0.3	0.99	-1	-1	1
COc1ccccc1N1CCN(Cc2c(F)cccc2F)CC1	23	0.77	-5	2	-0.8	0.85	0	3	15
O=C(c1cc2cc(Cl)ccc2[nH]1)N1CCC2(CC1)OCCO2	-7	1.1	0	-1	-0.4	1	8	0	-2
CCCOC(=O)COc1cc(C)cc2oc(=O)c3c(c12)CCC3	14	0.86	-5	-2	-2.6	0.92	7	1	8
COC(=O)C1=C(c2ccc(S(C)(=O)=O)cc2)C[C@@H]2CC[C@H]1N2C(=O)NC1CCCCC1	20	0.8	-13	-4	-0.5	0.98	-3	-4	2
COc1cc(O)cc2c1cc([N+](=O)[O-])c1c(C(=O)O)cc3c(c12)OCO3	13	0.87	4	7	0.2	0.81	-2	3	19
CN1CCN(CCOC2c3ccccc3CSc3ccc(Cl)cc32)CC1 (stereo not drawn)	21	0.79	-7	-5	-2.5	0.96	-4	0	4
COC(=O)C1=C(c2cccc(OC)c2OC)C[C@@H]2CC[C@H]1N2C(=O)NCC1CC1	2	0.98	-6	-4	-0.9	0.94	-2	-4	6
COC(=O)C1=C(c2ccc(F)cc2OCc2ccccc2)C[C@@H]2CC[C@H]1N2C(=O)NCC1CC1	-12	1.1	-7	-2	0.7	1.2	1	-5	-15
CCc1ccc(NC(=O)C(C)OC(=O)c2c(C)nn(Cc3ccccc3)c2Cl)cc1 (stereo not drawn)	6	0.94	-6	5	9.2	1.1	-2	-3	-7
O=C(O)c1ccc(/C=C/c2nc3ccccc3c(=O)n2-c2ccc(Br)cc2)cc1	1	0.99	-4	-1	-1.2	0.9	4	0	10
Cc1onc(-c2c(Cl)cccc2Cl)c1/C(N)=N/OC(=O)N(C)C	6	0.94	-7	-3	0.5	0.98	0	9	2
O=C1NC(=O)N(Cc2ccco2)C(=O)/C1=C\c1ccc(-c2ccc(F)cc2)o1	1	0.99	64	75	30	0.36	1	1	64*
CCOP(=O)(OCC)C(NC(=O)c1cccc2ccccc12)C(Cl)(Cl)Cl (stereo not drawn)	15	0.85	2	0	-1.5	1.1	-1	0	-12
CCOC(=O)C1(c2ccccc2)Oc2ccccc2C(c2ccc(OC)cc2)=C1C(=O)OC (stereo not drawn)	nt	nt	-1	2	0.6	1.1	1	nt	-6
CC(CCc1ccccc1)NC(C)C(O)c1ccc(O)cc1 (stereo not drawn)	0	1	-6	-2	0.1	1.1	-2	-1	-14
CCN(CC)CCCN=Cc1c(O)n(CCc2ccc(OC)c(OC)c2)c(=O)[nH]c1=O	-2	1	-5	-1	0.9	0.89	-3	1	11
CC1(C)C(C(=O)N2CCN(C(=O)c3ccccc3)CC2)C1(C)C	12	0.88	-12	-4	-0.3	0.98	-2	-1	2
C=Cn1ccnc1P(=S)(c1c(C)nn(-c2ccccc2)c1C)c1nccn1C=C	6	0.94	8	2	3.3	0.96	-1	-1	4
CCN(CC)C1=NC(=[N+](CC)CC)c2ccccc21	13	0.87	-2	1	-1.7	0.97	1	-6	3
NC(=O)CSP(=O)(c1ccccc1)c1ccccc1	-43	1.4	1	2	-0.1	0.85	0	0	15
OCC12COC3c4ccccc4C(OC1)N32 (stereo not drawn)	18	0.82	-3	2	1.3	0.99	-3	4	1
CCN(C(=O)COC(=O)c1cn(C)c2ccccc12)c1ccc(F)cc1	1	0.99	-4	-2	-1.9	1	1	-5	-1
CC(c1ccccc1)n1cncc1C(=O)O (stereo not drawn)	0	1	-8	-3	2.0	0.89	1	1	11
CCc1ccc(NC(=O)CN2CC(c3ccccc3)CC2=O)cc1 (stereo not drawn)	-10	1.1	1	4	1.9	0.97	-1	0	3
O=C(Nc1ccncc1)c1cccn(Cc2ccccc2)c1=O	-5	1	-1	5	-1.2	1	-1	-2	0
CCOc1cc2c(cc1OCC)-n1cccc1C(c1cccc(F)c1)NC2 (stereo not drawn)	-7	1.1	-2	-2	1.3	0.95	2	-3	5
COc1ccc2c3c1OC1C(=O)CC[C@@]4(O)[C@@H](C2)N(CC2CC2)CC[C@]314 (stereo partly drawn)	14	0.86	1	3	0.0	0.99	0	-1	1
CCN1C(=O)C(=C2C=C(C)OC(C)=C2)C(=O)N(CC)C1=S	5	0.95	-2	0	1.9	1	1	-2	-5
COC(=O)C1=C(c2c(C)noc2C)C[C@@H]2CC[C@H]1N2C(=O)NC1CCCCC1	2	0.98	-9	-1	-1.1	0.99	1	0	1
CN(C)/C=C/C(=O)C(Cl)(Cl)Cl	6	0.94	-4	2	-0.2	0.91	-2	3	10
O=C(c1ccc(CNS(=O)(=O)c2ccccc2)cc1)N1CCC2(CC1)OCCO2	-10	1.1	0	3	-0.5	1	1	0	-5
CCc1ccc(NP(=O)(Oc2ccccc2F)Oc2ccccc2F)cc1	-5	1	-4	-4	-0.5	0.94	-7	-6	6
CCCCCCCSc1cc(OC)c(CCN(C)C)cc1OC	-10	1.1	-6	1	103*	0.96	1	-5	4
Cc1[nH]c2c(Cl)cccc2c1CCN	-1	1	-1	0	nt	1	2	3	-1
Cc1cc(C)c(Cn2c(C(=O)O)c(C=O)c3ccccc32)c(C)c1	-3	1	1	1	0.6	0.94	0	-4	6
Cc1ccc(N2C(=O)NC(=O)/C(=C/c3cnn(-c4ccc(C)cc4)c3)C2=O)cc1	-14	1.1	-7	-7	39	0.96	-5	0	4
CC(C)(C)N1C(=O)NC(=O)/C(=C\c2ccc3c(c2)CCN3CCCCl)C1=O	21	0.79	-3	0	12	0.89	0	0	12
Cc1ccccc1-n1c(O)c(C(c2ccncc2)c2c(O)n(-c3ccccc3C)c(=O)[nH]c2=O)c(=O)[nH]c1=O	0&-6	1&1.1	-4&-5	-4&-5	0.1&-0.7	1&1.1	1&1	5&-1	-5&-7
COc1cc(Br)c(CNCCc2ccc3c(c2)OCO3)cc1OC	15	0.85	-9	-3	-1.9	1	1	2	-5
O=C(CN1CCCC1)Nc1ccc(Cl)cc1C(=O)c1ccccc1	18	0.82	-12	-2	1.2	0.94	-2	-4	6
COc1cc(C)c(CNCCc2c[nH]c3ccccc23)cc1C	-8	1.1	9	-2	3.3	1	1	-6	-2
CCCc1nc2ccc(Br)cc2c(=O)n1-c1ccc([N+](=O)[O-])c(C(F)(F)F)c1	10	0.9	-5	1	94*	0.92	5	0	8
COC(=O)C1=C(c2ccc(F)cc2OCc2ccccc2)C[C@@H]2CC[C@H]1N2C(=O)NCCNC(C)=O	-6	1.1	0	2	-0.3	1	-1	-3	-2
O=[N+]([O-])c1cccc(C2N3CCCN23)c1 (stereo not drawn)	6	0.94	-4	-3	0.5	0.99	-1	-2	1
CC(C)OCC(O)CN1CC2C[C@@H](C1)Cn1c2cccc1=O (stereo partly drawn)	-8	1.1	-5	-7	0.4	1	2	-3	-1
CCOP(=S)(OCC)C(O)CCCCCn1c(=O)c(F)cn(C2CCCO2)c1=O (stereo not drawn)	-9	1.1	-5	-5	0.6	0.99	-1	-1	1
Fc1ccc2c(c1)nnn2C1CCN(Cc2ccccc2)CC1	-13	1.1	-5	-4	-0.6	0.98	-2	4	2
N=C1C(c2ccccc2)=C(O)CN1Cc1ccco1	-3	1	-3	-1	0.5	0.97	0	-1	3
CCN(CC)P(=O)(/C=C(\Cl)c1ccccc1)/C=C(\Cl)c1ccccc1	3	0.97	-2	1	-1.1	0.97	-1	-4	3

(cont.)
Compound	hIAP block	hIAP act	A3G deaminase	APOBEC3A inh	MPTP block	mIAP activ	GRIN3A LBD mod	MIN6 prolif	mIAP block
CC(=O)OC1(Cc2ccccc2)CN2CCC1c1ccccc12 (stereo not drawn)	0	1	3	9	1.0	1.1	-1	0	-12
O=C(c1ccccc1)C1CCCN(Cc2nc(-c3cnccn3)no2)C1 (stereo not drawn)	-10	1.1	-11	-8	-0.4	1.1	2	0	-6
Cn1cnc([N+](=O)[O-])c1Sc1ccc([N+](=O)[O-])cc1	1	0.99	-14	-5	-3.6	1	6	-5	-1
COc1cccc(N2CCN(Cc3cccc(Cl)c3)CC2)c1	20	0.81	-7	-1	-0.2	0.93	13*	-1	7
Cc1ccc(-n2c(O)c(/C=C/C=Nc3ccccc3)c(=O)[nH]c2=O)cc1	-5	1.1	-7	12	-3.1	0.97	-4	0	3
C=CCOC(=O)COc1cc(C)cc2oc(=O)c3c(c12)CCC3	4	0.96	-6	-2	-0.6	0.85	-1	0	15
Cc1cccc(CN2CCCC(C(=O)c3ccc(C(F)(F)F)cc3)C2)n1 (stereo not drawn)	13	0.87	-2	0	2.0	0.98	1	-3	2
CCN1CCC(N(C)C2CCCCC2)CC1	-6	1.1	-4	1	1.3	1	2	1	-3
